NF-kB neuron act – NF-kB expression increase, human neuronal cells | AID 1239 | NF-kB reporter expression; stronger effect = higher value | 1.6% of 190,000 active | fold change at 12.5 µM; in the data active = fold change above about 3.3
APP 5UTR inh – APP translation inhibition; inhibition, % at 2 µM; 0.82% of 190,000 active; SH-SY5Y APP 5'UTR-luciferase reporter, luminescence;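 active = inhibition above a set limit, derived from the sample mean plus 3 SD, cut at about 45% in these data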; note: values of inactives mirror those of a sister screen read the other way
STAT3 inh – inhibitors of IL-6 induced STAT3 signaling. U3A cells, IL-6 STAT3-luciferase reporter, luminescence; host cell line lacks STAT1. AID 862. 0.89% of 190,000 active. inhibition, % at 5.5 µM;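 active = inhibition above the mean inhibition across all screened compounds plus 3 SD, cut at about 44% in these data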;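 note: 0% = DMSO only wells and 100% = 100 µM nifuroxazide control wells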
FLuc inh counter – counter-screen for luciferase assay inhibitors: firefly luciferase inhibition | P08659 | ATPLite firefly luciferase biochemical luminescence, 10 min | inhibition, % at 10 µM | 1.5% of 200,000 active;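 active = inhibition above about 50% when tested at 10 µM, limit read from the data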
Target sequence (P08659 whole entry, looked up): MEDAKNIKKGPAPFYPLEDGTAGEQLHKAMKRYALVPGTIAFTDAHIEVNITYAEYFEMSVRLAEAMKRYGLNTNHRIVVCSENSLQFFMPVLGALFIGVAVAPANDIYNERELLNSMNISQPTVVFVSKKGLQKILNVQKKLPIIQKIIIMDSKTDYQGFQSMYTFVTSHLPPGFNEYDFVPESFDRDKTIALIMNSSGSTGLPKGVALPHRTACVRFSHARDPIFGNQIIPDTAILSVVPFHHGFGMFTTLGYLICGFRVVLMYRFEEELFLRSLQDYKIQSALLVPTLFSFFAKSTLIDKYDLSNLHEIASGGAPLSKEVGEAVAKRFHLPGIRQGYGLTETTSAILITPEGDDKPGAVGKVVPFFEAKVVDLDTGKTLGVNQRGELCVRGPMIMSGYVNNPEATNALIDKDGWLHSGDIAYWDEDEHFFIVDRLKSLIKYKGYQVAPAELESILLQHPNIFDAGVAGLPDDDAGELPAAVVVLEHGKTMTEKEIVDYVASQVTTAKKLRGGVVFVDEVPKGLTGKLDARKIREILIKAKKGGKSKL
STAT1 activator – increases IFN-gamma driven STAT1 reporter signal | AID 932 | NIH 3T3 STAT1-luciferase reporter, luminescence; 100% = IFN-gamma alone, no compound | activation (% of control), % at 5.5 µM | 2.6% of 200,000 active;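 active = activation above the screen-wide mean activation plus 3 SD, cut at about 130% in these data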;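 note: raw ratio to IFN-gamma control signal so 100% means no change and 0% no light; values of inactives mirror those of a sister screen read the other way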
APP 5'UTR act – activates APP 5'UTR luciferase reporter; 1% of 190,000 active; SH-SY5Y APP 5'UTR luciferase reporter, luminescence; zero percent = DMSO vehicle wells; AID 1276; activation, % at 2 µM;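 active = activation above a set limit, based on mean plus 3 SD of controls, cut at about 140% in these data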; note: values of inactives mirror those of a sister screen read the other way
STAT1 inh – reduces IFN-gamma driven STAT1 reporter signal; 0.35% of 200,000 active; inhibition, % at 5.5 µM; NIH 3T3 STAT1-luciferase reporter, luminescence;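 active = inhibition above a set limit, the mean inhibition across all tested compounds plus 3 SD, cut at about 34% in these data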;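 note: 0% = IFN-gamma with DMSO and 100% = IFN-gamma with 300 µM nifuroxazide; values of inactives mirror those of a sister screen read the other way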
ROMK mod – human ROMK K+ channel modulation, primary screen. Tet-inducible ROMK, thallium flux fluorescence; actives lie on both sides. B-score at 10 µM. 2% of 130,000 active;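 active = signal ratio slope over the read window, or its plate-corrected B-score, at least 3 SD from the plate mean, either direction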;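 note: B-score of the F/F0 ratio slope over 7 to 12 s after thallium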
Target sequence (P48048 whole entry, looked up): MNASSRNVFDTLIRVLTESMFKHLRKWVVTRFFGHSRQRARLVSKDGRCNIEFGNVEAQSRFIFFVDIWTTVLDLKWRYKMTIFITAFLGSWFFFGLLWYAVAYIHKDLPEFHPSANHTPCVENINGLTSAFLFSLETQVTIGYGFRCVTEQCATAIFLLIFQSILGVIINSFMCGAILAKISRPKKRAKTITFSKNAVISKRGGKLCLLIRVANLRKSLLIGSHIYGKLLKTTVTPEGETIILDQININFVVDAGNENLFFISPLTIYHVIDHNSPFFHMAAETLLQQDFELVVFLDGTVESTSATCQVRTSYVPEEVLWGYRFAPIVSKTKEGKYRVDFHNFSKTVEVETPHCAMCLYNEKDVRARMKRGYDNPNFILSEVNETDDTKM
FLuc act counter – affects firefly luciferase, flagging false hits in luciferase stimulation screens. AID 1027. P08659. activation factor at 10 µM. 200,000 tested, under 10 active. ATPlite luciferase biochemical, luminescence, 10 min; 0 = ATP-free wells, 1 = DMSO control;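 active = luciferase activation factor, scaled between plate controls, of at least 2 with compound at 10 µM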
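System: Luciferase/luciferin detection reagent, cell-free biochemical luciferase assay | Medium: PBS buffer for ATP | Dosing: Test compounds dosed from 2 mM stocks in 100% DMSO | Timing: 10 min at ambient temperature | Signal: Luminescence measurement of luciferase light output | Evaluation: Luciferase activation, seen as luminescence increase over controls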
STAT3 act – increases IL-6 driven STAT3 reporter signal. 0.91% of 190,000 active. U3A cells, IL-6 STAT3-luciferase reporter, luminescence; 100% = signal with IL-6 EC80 alone. activation (% of control), % at 5.6 µM;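 active = activation above the screen-wide mean of compound activation plus 3 SD, cut at about 130% in these data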;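 note: 0% = background luminescence of wells with medium and substrate only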
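Test system: STAT3-luciferase reporter U3A cells; Detection: reporter luminescence signal; Times: 1 h compound pre-exposure, 6 h IL-6 stimulation, 37 °C; Benchmarks: IL-6-only high control; Also added: IL-6 stimulus at 33 ng/mL final.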
Starred values were filed as active, the others as inactive; · = no result given.

SMILES | NF-kB neuron act | APP 5UTR inh | STAT3 inh | FLuc inh counter | STAT1 activator | APP 5'UTR act | STAT1 inh | ROMK mod | FLuc act counter | STAT3 act
CCOC(=O)/C(C#N)=C/c1cc2ccc(C)cc2nc1Cl | 1.2 | 16 | 9 | -7 | 101 | -16 | -1 | -0.17 | 1.1 | 94
CCCCNC(=O)C1C2C=CC3(CN(Cc4ccccc4Cl)C(=O)C13)O2 (stereo unspecified) | 1 | -11 | 8 | -4 | 101 | 11 | -1 | 0.16 | 1 | 95
COc1cc2c(cc1NC(=O)CN1CCN(S(=O)(=O)c3ccc(F)cc3)CC1)oc1ccccc12 | 0.96 | 5 | -2 | -9 | 116 | -5 | -17 | · | 1.1 | 107
COc1cccc(OCCn2cccc2/C=C2/C(=N)N3OC(C)=CC3=NC2=O)c1 | 0.94 | 5 | 20 | -3 | 87 | -5 | 13 | -3.3* | 1 | 92
c1coc(CNc2ncnc3ccccc23)c1 | 0.73 | -2 | 61* | -9 | 80 | 2 | 22 | -0.36 | 1.1 | 53
CCc1ccccc1-n1c(SCC(=O)Nc2ccc3c(c2)OCCO3)nc2[nH]ncc2c1=O | 0.51 | -33 | 20 | 0 | 102 | 33 | -2 | -0.43 | 1 | 85
Nc1cccc(-c2nc3ccccc3s2)c1 | 5.9* | -130 | -1 | 76* | 147* | 130 | -52 | · | 0.2 | 104
CCC(=O)Nc1nnc(SCC(=O)NCCc2ccc(OC)c(OC)c2)s1 | 1.4 | 4 | 0 | -7 | 92 | -4 | 6 | 1.6 | 1.1 | 104
Cc1c(C(=S)NC(=O)C2CC2)c(=O)n(-c2ccccc2)n1C | 1.1 | 18 | -1 | -6 | 88 | -18 | 12 | -0.47 | 1.1 | 103
C=COC(=O)CSc1snc(SCC(=O)OC)c1C#N | 1.1 | -2 | 6 | -9 | 91 | 2 | 10 | -1.4 | 1.1 | 98
COc1ccc(-c2csc(NC(=O)COc3ccc(N(C)S(=O)(=O)c4ccc(C)cc4)cc3)n2)cc1 | 0.73 | 2 | -6 | 2 | 99 | -2 | 1 | 0.91 | 1 | 103
Cn1c2c(c(=O)n(C)c1=O)C(C(F)(F)F)(C(F)(F)F)N=C(C1CCCCC1)N2 | 0.48 | -9 | -8 | -7 | 87 | 9 | 15 | 0.86 | 1.1 | 104
COc1ccc(NC(=O)C2CCN(S(=O)(=O)c3ccc(Br)s3)CC2)cc1OC | 1.4 | 7 | -9 | -6 | 102 | -7 | -2 | 1.2 | 1.1 | 111
COc1ccc(-c2nc(-c3cccc(C(F)(F)F)c3)no2)cc1OC | 1.3 | 6 | 13 | -3 | 110 | -6 | -11 | 0.32 | 1 | 91
CCOc1ccccc1N1CCN(Cc2ccc(OC)c(OC)c2OC)CC1 | 0.95 | -11 | 20 | 5 | 102 | 11 | -2 | -0.77 | 0.9 | 85
N#CCOC(=O)c1c2c(nc3ccccc13)CCC2 | 1.1 | 7 | 1 | -4 | 92 | -7 | 10 | -0.38 | 1 | 104
O=C(COC(=O)c1ccccc1)NCC1CCCO1 (stereo unspecified) | 1.1 | 9 | -6 | -6 | 104 | -9 | -4 | · | 1.1 | 108
Cc1ccc2nc3c(c(Nc4ccc5c(c4)OCCO5)c2c1)CCC3 | 0.69 | 4 | 12 | -4 | 99 | -4 | 1 | -1.2 | 1 | 93
O=C(N/N=C/c1nn(-c2ccccc2)cc1-c1ccc(Cl)cc1)c1ccncc1 | 1.1 | -39 | 13 | 0 | 110 | 39 | -12 | 0.4 | 1 | 92
CC(=O)c1cccc(N(C(=O)c2ccco2)C(C(=O)NC2CCCC2)c2ccc(N3CCOCC3)cc2)c1 (stereo unspecified) | 1.1 | -13 | 9 | -4 | 104 | 13 | -7 | 0.74 | 1 | 97
C=CCn1c(NCCO)nc2c1c(=O)n(C)c(=O)n2C | 1.2 | -5 | 8 | -10 | 100 | 5 | 0 | · | 1.1 | 98
CCn1cc(CNC(=O)c2cc(Cl)ccc2OC)c(C)n1 | 1.4 | 8 | 9 | -1 | 104 | -8 | -6 | · | 1 | 96
CC(=O)Nc1ccc(NC2(C)C(=O)c3ccccc3C2=O)cc1 | 0.97 | -12 | -7 | -1 | 104 | 12 | -5 | 0.47 | 1 | 110
O=C(O)c1cnc(-c2ccccc2)nc1C(F)(F)F | 1.1 | -7 | 5 | -10 | 94 | 7 | 5 | -0.11 | 1.1 | 105
CC(C)CC(NC(N)=O)C(=O)OCC(=O)N(Cc1ccccc1)Cc1ccccc1 (stereo unspecified) | 1.1 | -4 | -3 | -5 | 98 | 4 | 0 | 0.37 | 1.1 | 108
COc1ccccc1N1CCN(CCNC(=O)Nc2cccc(C)c2C)CC1 | 0.99 | -10 | 4 | -10 | 99 | 10 | 2 | -2.8* | 1.1 | 101
CS(=O)(=O)c1nsc2nc(=O)c(/C=C3\C=Nc4ccccc43)c(N)n12 | 1 | -6 | 3 | -2 | 104 | 6 | -5 | -0.029 | 1 | 105
Cc1cc(Cl)c(S(=O)(=O)NCc2cccnc2)cc1OCC(N)=O | 0.97 | -18 | 6 | 2 | 98 | 18 | 2 | 0.033 | 1 | 98
CCOC(=O)N1CCN(C(=O)CSc2nc3c(c(=O)n2-c2ccccc2OC)SCC3)CC1 | 0.73 | 9 | 12 | -4 | 70 | -9 | 33 | · | 1 | 93
Cn1c(-c2sc3ccccc3c2Cl)n[nH]c1=S | 1.1 | -6 | 8 | 2 | 101 | 6 | -1 | · | 1 | 95

Of the compounds above, 2 have a thiophene ring, fused or not:
SMILES | NF-kB neuron act | APP 5UTR inh | STAT3 inh | FLuc inh counter | STAT1 activator | APP 5'UTR act | STAT1 inh | ROMK mod | FLuc act counter | STAT3 act
COc1ccc(NC(=O)C2CCN(S(=O)(=O)c3ccc(Br)s3)CC2)cc1OC | 1.4 | 7 | -9 | -6 | 102 | -7 | -2 | 1.2 | 1.1 | 111
Cn1c(-c2sc3ccccc3c2Cl)n[nH]c1=S | 1.1 | -6 | 8 | 2 | 101 | 6 | -1 | · | 1 | 95

The listing continues.
SMILES | NF-kB neuron act | APP 5UTR inh | STAT3 inh | FLuc inh counter | STAT1 activator | APP 5'UTR act | STAT1 inh | ROMK mod | FLuc act counter | STAT3 act
COc1ccc(S(=O)(=O)Nc2cc(C)ccn2)cc1OC | 0.96 | -2 | 5 | -2 | 105 | 2 | -5 | · | 1 | 99
CC(=O)c1cn(Cc2ccccc2)c(=O)[nH]c1=O | 1.1 | 7 | 9 | -2 | 101 | -7 | -4 | -0.041 | 1 | 95
CC(C)(C)c1ccc(C(=O)NC(=S)Nc2ccc(N3CCOCC3)cc2)cc1 | 0.97 | 4 | 0 | -1 | 90 | -4 | 11 | 1 | 1 | 98
CCn1c(SCC(=O)NNC(=O)c2ccco2)nnc1-c1ccco1 | 0.97 | 6 | 3 | -3 | 96 | -6 | 3 | · | 1 | 101
CS(=O)(=O)N1CCC(NC(=O)Cc2ccccc2)CC1 | 1.1 | -6 | -10 | -5 | 102 | 6 | -2 | 1.1 | 1.1 | 111
COc1ccc(CN=C2NC(=O)CC(C(=O)Nc3cc(C)cc(C)c3)S2)cc1 (stereo unspecified) | 0.82 | -4 | -3 | -6 | 95 | 4 | 5 | -0.98 | 1.1 | 106
CC(=O)Nc1ccc(/C=N/Nc2nc3ccccc3[nH]2)cc1 | 1.6 | -20 | -8 | 40 | 115 | 20 | -16 | · | 0.6 | 102
C=CCn1c(=O)c2ccccc2n2c(SCC(=O)c3ccccc3)nnc12 | 1.1 | 7 | 19 | -8 | 100 | -7 | 0 | 0.73 | 1.1 | 90
COc1ccc(S(=O)(=O)Nc2ccc(O)c(Sc3nc4ccccc4s3)c2)cc1 | 0.96 | -11 | -25 | -5 | 97 | 11 | 4 | 0.99 | 1.1 | 118
O=C1/C(=C/c2ccccc2)CCC1C1CCCC1 (stereo unspecified) | 2.2 | -49 | 4 | 34 | 102 | 49 | -2 | 0.042 | 0.7 | 101
Oc1[nH]c2ccccc2c1N=Nc1ccc(F)cc1 | 1.7 | -46 | -27 | 13 | 144* | 46 | -50 | · | 0.9 | 119
O=C(Nc1nc2ccccc2[nH]1)c1ccc(Cl)c(S(=O)(=O)N2CCCC2)c1 | 1.6 | -14 | 8 | 18 | 122 | 14 | -24 | -0.76 | 0.8 | 98
CCc1nc2c(C#N)c(-c3ccc(Cl)cc3)ccn2n1 | 1.5 | 0 | 10 | -2 | 110 | 0 | -10 | 0.26 | 1 | 95
CCN1CCCC1CNC(=O)c1ccc(N2CCOCC2)c(NS(=O)(=O)c2ccc(OC)cc2)c1 (stereo unspecified) | 2.1 | 0 | 4 | -6 | 100 | 0 | -2 | -0.29 | 1.1 | 99
COc1ccc(CNC(=O)C(C)Sc2nc3ccccc3c(=O)n2CCCN2CCOCC2)cc1 (stereo unspecified) | 0.93 | -2 | -9 | -6 | 100 | 2 | -4 | 1.6 | 1.1 | 112
C=CCN(CC=C)c1nc2ccccc2nc1C(C#N)C(=O)OCCOC (stereo unspecified) | 0.66 | 2 | 14 | -6 | 97 | -2 | 3 | · | 1.1 | 95
COCc1cc(C)nc(Nc2ccc(C)cc2C)c1C#N | 1.1 | 20 | 9 | -5 | 103 | -20 | -3 | -0.38 | 1 | 95
Cc1ccc(Cn2c(NCCc3ccccc3)nc3c2c(=O)n(C)c(=O)n3C)cc1 | 0.92 | -7 | 9 | -5 | 92 | 7 | 8 | · | 1 | 95
Cc1cnn2c(C3CC3)ccnc12 | 1.1 | -14 | -11 | -4 | 100 | 14 | -2 | -0.13 | 1 | 110
Cc1ccc(-c2noc(CCC(=O)NC3CCN(Cc4ccccc4)CC3)n2)cc1 | 0.81 | 3 | 23 | -1 | 90 | -3 | 10 | · | 1 | 83
O=C(Nc1cccc(C(=O)O)c1)/C(=C\c1ccc2c(c1)OCO2)NC(=O)c1ccc(Br)o1 | 1.2 | -51 | 3 | -10 | 107 | 51 | -9 | 1.3 | 1.1 | 99
O=C(Nc1ccccc1)c1nn(-c2ccccc2)c(=O)cc1C(F)(F)F | 1.6 | -17 | 4 | -4 | 107 | 17 | -8 | · | 1 | 97
COc1ccc(C(=O)OCC(=O)NC(C)(C)C)cc1[N+](=O)[O-] | 1.2 | 8 | 2 | -5 | 99 | -8 | 2 | · | 1.1 | 101
CSc1ccccc1NC(=O)Nc1ccc(F)c(Cl)c1 | 1.1 | -30 | 7 | 0 | 106 | 30 | -7 | · | 1 | 97
COc1ccc(CNC(=O)CN(Cc2ccccc2)C(=O)c2csnn2)cc1 | 1.1 | 11 | 9 | -10 | 101 | -11 | -1 | · | 1.1 | 95
O=C(COC(=O)/C=C/c1ccccc1[N+](=O)[O-])Nc1ccc(OC(F)F)cc1 | 1 | -12 | -2 | -10 | 101 | 12 | -1 | -0.067 | 1.1 | 104
CCc1c(C)nc2ncnn2c1NC1CCCc2ccccc21 (stereo unspecified) | 1 | -13 | 26 | -4 | 85 | 13 | 14 | -2.3 | 1 | 83
Cc1ccccc1C(=O)Nc1ccc2nc3n(c(=O)c2c1)CCC3 | 1.1 | -13 | 15 | 4 | 107 | 13 | -8 | · | 1 | 91
CCC(C)NC(=O)CNC(=S)N(Cc1ccccc1)Cc1cccnc1 (stereo unspecified) | 1.1 | -13 | -1 | -8 | 101 | 13 | -1 | 0.27 | 1.1 | 99

Assay outcomes deposited in PubChem BioAssay by several laboratories.
